NPC1 promoter act: NPC1 promoter activation; hit rate 2.4% among 320,000; Huh7 NPC1 promoter luciferase reporter, 24 h; Potency, µM (titrated, usually from 9.22 µM), for the others: at the top dose activation, usual class: activators; AID 485313;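 also: % of control where 0% means no effect; nearly all actives have a fitted effect of over 60% in size; reporter is driven by a mutant NPC1 promoter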
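Huh7 cells stably carrying NPC1 promoter–luciferase, plated in Opti-MEM with 10% FBS for 2 h, were exposed to compound in DMSO for 24 h at 37 °C; luciferase reagent was added for 10 min and luminescence read.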
FLuc modulator: inhibits or activates purified firefly luciferase, miR-21 counter-screen; P08659; purified FLuc, Km substrates, luminescence inhibition; AID 588342; Potency, µM (doses to about 57.5 µM), inactives show at the highest dose activity change, negative = inhibition, hits mostly inhibitors; hit rate 6.9% among 360,000;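 also: plate controls were vehicle for no effect and reference inhibitor for full effect; nearly all actives have a fitted effect of over 55% in size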
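Purified P. pyralis luciferase, 10 nM final, with Km-level 10 uM D-luciferin and 10 uM ATP in 50 mM Tris acetate pH 7.5, 10 mM Mg acetate, 0.01% Tween-20, 0.05% BSA; 6-point qHTS titration about 60 µM downward; luminescence read.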
ELG1 genotox: induces genotoxicity in HEK293T cells with luciferase-tagged ELG1; HEK293T ELG1-luciferase reporter, luminescence, 16 h; Potency, µM (doses to about 46 µM), without a hit: top-dose activity change, positive = activation, usual class: activators; hit rate 1.3% among 330,000; AID 504466; also: % of control where 0% means no effect; nearly all actives have a fitted effect of over 60% in size
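Cells (2,000/well) expressing the ELG1-luciferase fusion are dosed by pin tool and kept 16 hr at 37 °C, 5% CO2. Signal comes from ONE-Glo luciferase reagent after 30 min at room temperature.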
uPA surface inh: cell surface uPA generation inhibition | Potency, µM (series often up to 38.3 µM), for the others: top-dose activity change, negative = inhibition, hits mostly inhibitors | AID 540303 | hit rate 0.31% among 330,000 | cell surface uPA generation assay, qHTS; active = well fitted inhibition curve with a large enough effect; inconclusive = small, poorly fitted or top-dose-only effect; inactive = no such curve, though single readings can be large or run the other way; tested in mouse RAW 264.7 cells; also: % is scaled to controls: 0 for no effect and ±100 for the full control effect; nearly all actives have a fitted effect of over 55% in size
VP16 counter: counter-screen for ROR gamma inhibitors: Gal4-VP16 reporter; hit rate 3.5% among 310,000; Potency, µM (highest dose often 53.6 µM), for inactives: at the top dose activity, negative = inhibition, usual class: inhibitors; Drosophila S2 Gal4-VP16 UAS-luciferase, luminescence, 20 h;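 also: Gal4-VP16 expression switched on by copper sulfate through the metallothionein promoter; % is scaled to controls: 0 for no effect and ±100 for the full control effect; nearly all actives have a fitted effect of over 50% in size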
RORgamma inh: inhibitors of mouse ROR gamma transcriptional activity. P51450. hit rate 5.4% among 310,000. Potency, µM (doses to about 53.6 µM), without a hit: at the top dose activity change, negative = inhibition, hits mostly inhibitors. Drosophila S2 Gal4-RORgamma UAS-luciferase reporter, 20 h; also: % is scaled to controls: 0 for no effect and ±100 for the full control effect; nearly all actives have a fitted effect of over 60% in size
Target sequence (P51450 whole entry, looked up, the tested form may be a part): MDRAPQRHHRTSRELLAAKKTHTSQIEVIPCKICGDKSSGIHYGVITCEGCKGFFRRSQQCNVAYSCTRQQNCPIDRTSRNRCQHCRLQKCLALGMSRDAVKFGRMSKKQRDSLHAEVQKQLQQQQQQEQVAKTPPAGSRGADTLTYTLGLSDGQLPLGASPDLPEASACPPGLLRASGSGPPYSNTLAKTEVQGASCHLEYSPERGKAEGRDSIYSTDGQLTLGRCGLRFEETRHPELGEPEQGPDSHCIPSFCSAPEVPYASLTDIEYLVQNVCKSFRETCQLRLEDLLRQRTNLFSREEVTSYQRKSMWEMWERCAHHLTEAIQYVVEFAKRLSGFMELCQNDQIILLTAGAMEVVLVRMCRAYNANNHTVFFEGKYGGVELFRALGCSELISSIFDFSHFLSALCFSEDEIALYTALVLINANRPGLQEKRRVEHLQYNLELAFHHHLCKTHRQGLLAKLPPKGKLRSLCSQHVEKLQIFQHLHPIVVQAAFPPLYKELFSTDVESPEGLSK
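Stably transfected Drosophila Schneider cells are the test system, with ROR gamma fused to Gal4 and luciferase under UAS control; luminescence is read after 20 hr of 700 uM copper sulfate induction at ambient temperature.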
Rab9 promoter act: activators of Rab9 promoter; Huh7 Rab9 promoter-luciferase reporter, luminescence, 24 h; Potency, µM (doses to about 9.22 µM), inactives show at the top dose activation, negative = inhibition, usual class: activators; hit rate 2.8% among 320,000; also: % of control where 0% means no effect; nearly all actives have a fitted effect of over 60% in size
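Cell-based reporter: Huh7 stable for Rab9 promoter-driven luciferase, plated in reduced-serum medium with 10% FBS at 1500 cells/well, compound-treated 24 h at 37 °C, luminescence read after 10 min reagent.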
p53 reactivator: re-activators of mutant p53; Potency, µM (titrated, usually from 92.2 µM), for the others: at the highest dose activity change, positive = activation, actives largely listed as activators; hit rate 0.063% among 320,000; H1299 p53-A138V BP100-luciferase reporter, luminescence, 24 h; also: % of control where 0% means no effect; nearly all actives have a fitted effect of over 45% in size
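p53-null H1299 cells stably carrying temperature-sensitive p53-A138V and a BP100-luciferase reporter were pinned with compounds (4-point, 1:5 series) and held 24 hrs at 37 deg C. Luminescence was read 10 min after detection reagent.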
BRCA1 expr act: activators of BRCA1 expression; MCF7-BRCA1-FFLuc reporter, luminescence, 48 h; response scale: scaled: vehicle 0%, 10 µM genistein 100%; Potency, µM (highest dose often 46.1 µM), inactives show at the top dose activation, most hits filed as activators; hit rate 1.1% among 380,000; AID 624202; also: nearly all actives have a fitted effect of over 80% in size; some results filed as inactive show a strong effect at the top dose
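48 h compound treatment of MCF7-BRCA1-FFLuc cells (phenol-red free MEM, 37 °C), then 15 min with luciferase substrate and luminescence imaging.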
MBNL1-CUG inh: MBNL1-poly(CUG) RNA binding inhibition; hit rate 0.036% among 280,000; Q9NR56; TR-FRET MBNL1-His/biotin-(CUG)12 binding, 665/545 ratio; Potency, µM (titrated, usually from 57.5 µM), without a hit: at the top dose activity change, negative = inhibition, usual class: inhibitors; AID 2675; active = well fitted inhibition curve with a large enough effect in the signal ratio, with a control signal flat, not every such curve was filed as active; inconclusive = small, poorly fitted or top-dose-only effect, or effect the other way, or a change in a side signal; inactive = no such curve, though single readings can be large or run the other way; the % refers to the signal ratio; also: % is scaled to controls: 0 for no effect and ±100 for the full control effect
Target sequence (Q9NR56 whole entry, looked up): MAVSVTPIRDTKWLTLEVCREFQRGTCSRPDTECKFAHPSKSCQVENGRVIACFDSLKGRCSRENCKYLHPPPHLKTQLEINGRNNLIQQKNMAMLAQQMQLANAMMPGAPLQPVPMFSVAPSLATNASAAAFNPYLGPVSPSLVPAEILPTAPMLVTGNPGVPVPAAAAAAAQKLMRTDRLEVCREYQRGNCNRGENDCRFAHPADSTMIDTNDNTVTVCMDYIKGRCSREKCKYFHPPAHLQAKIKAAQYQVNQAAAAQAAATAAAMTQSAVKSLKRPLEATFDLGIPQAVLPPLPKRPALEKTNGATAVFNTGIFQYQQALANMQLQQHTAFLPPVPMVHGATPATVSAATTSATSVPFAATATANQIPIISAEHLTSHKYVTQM
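Compounds (final 92 nM to 58 uM) are added to His-tagged MBNL1 and biotin-(CUG)12, then terbium anti-His antibody and streptavidin-XL665 (5 nM final). After 60 min at room temperature, the 665/545 nm ratio is read.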
Active calls of the source: *; ? = inconclusive; nt = no result given; [ ] = remark or other dose. Unless noted, calls follow the shape of the dose curve; as a rule, active = well fitted curve in the direction sought with a large enough effect; inconclusive = small, poorly fitted or top-dose-only effect, or another doubt; inactive = no such curve, though single readings can be large; an effect the other way counts as inactive or inconclusive. Potency is read from the fitted curve at half-maximal effect. Outcome played no part in choosing rows; any-hit rate near 13%.

| mol | NPC1 promoter act | FLuc modulator | ELG1 genotox | uPA surface inh | VP16 counter | RORgamma inh | Rab9 promoter act | p53 reactivator | BRCA1 expr act | MBNL1-CUG inh |
| --- | --- | --- | --- | --- | --- | --- | --- | --- | --- | --- |
| COc1ccc(N2CCN(CCCNC(=O)CC3Oc4ccc(C)cc4NC3=O)CC2)cc1 (stereo unspecified) | -2% | 2% | -4% | -4% | -13% | -30% | 3% | 0% | -12% | -4% |
| COC(=O)c1ccc(C2C(C(=O)Nc3ccccc3C)=C(C)Nc3ncnn32)cc1 (stereo unspecified) | -1% | 1% | 19% | 6% | 3% | 14%[10 µM] | 0% | 9% | 1% | 4% |
| O=C(CC1NCCc2ccccc21)Nc1cccc(Cl)c1 (stereo unspecified) | -3% | -16% | -5% | 8% | -4% | 10% | -12% | 18% | -28% | -4% |
| Cc1ccc(-c2ccc(/C=C3\SC(N4CCOCC4)=NC3=O)o2)cc1 | 1% | ? | -13% | -7% | -7% | 18% | -6% | -6% | -46% | ? |
| COc1ccc(OCC(=O)Nc2c(C(=O)N3CCN(C)CC3)oc3ccccc23)cc1 | 0% | 2% | -5% | -3% | -1% | -12% | -2% | 2% | 14% | -2% |
| Cc1ccc2nc(NC(=O)CSCC(=O)Nc3cc(C)on3)sc2c1 | ? | ? | ? | -11% | nt | nt | 2.5µM* | ? | -33% | nt |
| COC(=O)C(C)n1cnc2c(cnn2-c2ccc(Cl)cc2)c1=O (stereo unspecified) | 26% | ? | 26% | -2% | 18% | 38% | 23% | ? | 80% | -6% |
| CCOC(=O)c1ccc2nc(CCC(=O)N[C@H](C(=O)OC)C(C)C)c(=O)n(CC)c2c1 | -4% | -4% | -2% | -7% | -12% | 0% | -2% | -5% | -15% | nt |
| CC(C)CCNC(=O)C1CCC(CNc2c(N3CCCC3)c(=O)c2=O)CC1 (stereo unspecified) | 0% | 7% | 0% | -2% | 1% | -3% | 1% | -4% | -8% | 2% |
| Cc1c(NC(=O)C(C)Sc2nc(N)cc(=O)[nH]2)c(=O)n(-c2ccccc2)n1C (stereo unspecified) | 1% | -1% | 3% | -3% | nt | nt | -2% | 1% | -2% | nt |
| COc1ccccc1COCC(O)CN1CCN(S(=O)(=O)c2cccc(F)c2)CC1 (stereo unspecified) | -1% | -1% | 1% | 2% | nt | nt | 0% | -2% | -6% | nt |
| COc1cc(CCC(=O)Nc2ccc(Br)c(C(F)(F)F)c2)cc(OC)c1OC | -4% | 3% | -6% | -1% | ? | 28% | -2% | -9% | -58% | ? |
| O=C(/C=C/c1cccc(Br)c1)c1ccc2c(c1)OCO2 | -2% | 11µM* | ? | 0% | 12% | -1% | 5% | ? | -45% | 1% |
| CCCNC(=O)c1c(N)n(-c2ccc3c(c2)OCO3)c2nc3ccccc3nc12 | -1% | 8% | ? | 4% | 3% | 5% | -6% | 0% | -22% | 17% |
| O=C(COC(=O)c1ccc(Br)o1)Nc1ncc([N+](=O)[O-])s1 | 17% | 17µM* | 4% | 3% | nt | nt | 22% | ? | 60% | nt |
| O=C(/C=C\NCC(=O)c1ccccc1)c1ccc(F)cc1 | 20% | 13µM* | 10% | nt | -7% | 17% | 26% | 3% | 24% | 0% |
| CCOc1ccccc1C1CC(c2ccc(F)cc2)Nc2nc(N)nn21 (stereo unspecified) | -1% | 5% | -4% | 9% | 0% | -35% | 4% | -2% | 0% | -7% |
| CCOC(=O)c1sc(NC(=O)CSc2nc(C)cc(C)c2C#N)c(C#N)c1C | -3% | 0% | -3% | 1% | -4% | 5% | -3% | -3% | -13% | 0% |
| Cn1c(=S)n(CCC(=O)O)c2ccccc21 | 0% | 0% | 0% | 2% | -9% | 3% | 0% | -2% | 0% | -3% |
| Cc1ccc(S(=O)(=O)Nc2c(NC3CCCCC3)c3ccccc3oc2=O)cc1 | 0% | 2% | -3% | 1% | 7% | 3% | -5% | -6% | -21% | -3% |
| COc1cc(/C=N/O)ccc1OCc1ccc([N+](=O)[O-])cc1 | 2.5µM* | 2.7µM* | 9.2µM* | -4% | -15% | -23% | 2µM* | ? | ? | nt |
| CCCCc1c(C)nc2ccc(OC)cc2c1SCCC(=O)O | 9% | -13% | 7% | -7% | -13% | 5% | 3% | 7% | -1% | -12% |
| Oc1cc(O)cc(/C=C/c2ccc(O)c(O)c2)c1 | ? | 9.5µM* | 5.2µM* | 7.9µM* | 3% | -25% | -34%[inhibitor][46.1 µM] | ? | ? | ? |
| COC(=O)C1=C(C)N(Cc2cccnc2)C(=O)/C1=C\c1sccc1C | -7% | -7% | 0% | -4% | 5% | -3% | -1% | -4% | 1% | 30%[activator] |
| COc1ccc(CCNC(=O)c2ccc(S(=O)(=O)N3CCCCC3)cc2)cc1 | -4% | nt | 0% | -10% | nt | nt | 3% | 4% | -4% | nt |
| Cc1cc(OCC(=O)OCC(=O)NCc2cccs2)ccc1Cl | nt | nt | 1% | 3% | nt | nt | nt | -3% | -6% | nt |
| Cc1ccc(C)c(OCCC(=O)OCC(=O)Nc2ccc(N3CCOCC3)cc2)c1 | -1% | 1% | -3% | -2% | nt | nt | 1% | 7% | 5% | nt |
| CCCCNS(=O)(=O)c1cc(-c2nn(C)c(=O)c3ccccc23)ccc1C | 0% | -2% | 3% | -10% | -6% | 1% | 0% | -11% | -51% | 0% |
| Cc1cc2c(OCC(O)CNC(C)(C)C)cccc2[nH]1 (stereo unspecified) | -1% | 0% | -2% | 3% | 7% | -12% | 2% | -2% | -27% | 0% |
| COc1cc(C(=O)Nc2nc3ccc(S(C)(=O)=O)cc3s2)cc(OC)c1C | 0% | -10% | -2% | 3% | -17% | -26% | 1% | 6% | 0% | 10% |
| O=C(Nc1cccc(S(=O)(=O)NC2=NCCC2)c1)C1CC(=O)N(c2ccc3c(c2)OCCO3)C1 (stereo unspecified) | -2% | 1% | 0% | 6% | 0% | ? | 2% | 0% | -7% | -6% |
| CCOc1ccc(N2CC(C(=O)NCc3cccc(C)c3)CC2=O)cc1 (stereo unspecified) | -2% | 1% | 2% | 2% | -7% | 40% | 4% | -2% | 18% | -1% |
| CCN(CC)c1ccc(S(=O)(=O)N2CCOCC2)cc1NC(=O)COC(=O)COc1ccccc1C | -4% | 6% | 1% | -4% | -3% | -15% | 1% | 7% | -3% | -1% |
| Cc1ccc(C(=O)CNc2ccc(C)cc2C)cc1 | -2% | 13µM* | 3% | -2% | -9% | 0% | 2% | 7% | -8% | -3% |
| CSc1ccc(/C=C(\NC(=O)c2ccco2)C(=O)N2CCCCC2)cc1 | 0% | -3% | 1% | 6% | 1% | 10% | 6% | 2% | -5% | 10% |
| O=C(CSc1nnc(CNC(=O)c2cccs2)o1)Nc1ccc(Br)cc1 | -1% | -7% | -2% | 2% | -13% | 5% | 1% | -5% | 3% | -1% |
| CCCCCN1C(C)=CC(=C(C#N)C#N)C=C1C | 0% | 6% | -1% | 4% | 16% | 8% | 0% | 0% | -10% | -1% |
| C=CCn1cc(C(=O)OC)c(=O)c2cc(S(=O)(=O)N(CC)CC)ccc21 | -2% | -1% | 2% | -1% | ? | 2% | 4% | -2% | -6% | 6% |
| Cc1csc(/C(=N/OC(=O)c2ccco2)C(N)=O)n1 | 3% | -9% | 0% | 6% | 3% | -13% | -2% | -2% | 4% | ? |
| c1ccc(-c2nn3c(-c4ccccc4)nnc3s2)cc1 | -2% | -5% | 8% | nt | -1% | -18% | 0% | -1% | -14% | 54%[activator] |
| COc1cccc2cc(/C(C)=N/NC(=O)c3ccco3)oc12 | 2% | ? | 1% | -6% | 34% | 21% | 19% | 4% | 0% | ? |
| O=C(NC1CC1)C1CCN(S(=O)(=O)c2ccc(Cl)c([N+](=O)[O-])c2)CC1 | 1% | nt | -6% | ? | nt | nt | -1% | -32%[inhibitor] | -80% | nt |
| CCOC(=O)c1cnc(-c2cccc(OC)c2)[nH]c1=O | -3% | -18% | -1% | 1% | -13% | -3% | 1% | 14% | 10% | -1% |
| CSc1ccccc1NC(=O)CN(c1cc(C)cc(C)c1)S(C)(=O)=O | -5% | 1% | -8% | 0% | -2% | 0% | -6% | -8% | 1% | 15% |
| CCn1c(-c2cccc(Cl)c2)n[nH]c1=S | -3% | 0% | 0% | -2% | 11µM* | 6.3µM* | 9% | ? | 9% | 9% |
| CC(C)(C)c1ccc(C(=O)CS(=O)(=O)c2ccccc2)cc1 | 1.4µM* | 2.1µM* | ? | 6% | -23% | 19% | 0.89µM* | 15% | 4µM* | -3% |
| COc1cccc(N2CCN(c3ccc4nnc(CCC(=O)Nc5ccccn5)n4n3)CC2)c1 | 0% | -1% | -5% | -3% | -4% | -16% | 0% | nt | -1% | -1% |
| CCOc1ccc(N(CC(=O)NC2CCCC2)C(=O)CCCC(=O)Nc2ccccn2)cc1 | -1% | 0% | -3% | 0% | 1% | 33% | 1% | -2% | -28% | -1% |
| Cc1ccc(NC(=O)c2ccc(=O)[nH]n2)cc1S(=O)(=O)Nc1ccc(SC(F)F)cc1 | nt | nt | -2% | -8% | nt | nt | nt | -1% | -14% | nt |

High-throughput results (PubChem BioAssay)
